Screening data from PubChem BioAssay.
OX1R antag-1 = antagonists of human orexin 1 receptor (OX1R); Orexin/Hypocretin receptor type 1 (Homo sapiens), O43613; OX1R-expressing cells, FRET antagonist read-out; inhibition, % at 6.6 µM; 330,000 tested, 1.8% active; AID 485270, 2010; in the data active = inhibition mostly above about 38%, no sharp cut-off; inactive = mostly below about 40%;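 also: 0% = agonist challenge alone and 100% = reference antagonist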
Target sequence (O43613 whole entry, looked up): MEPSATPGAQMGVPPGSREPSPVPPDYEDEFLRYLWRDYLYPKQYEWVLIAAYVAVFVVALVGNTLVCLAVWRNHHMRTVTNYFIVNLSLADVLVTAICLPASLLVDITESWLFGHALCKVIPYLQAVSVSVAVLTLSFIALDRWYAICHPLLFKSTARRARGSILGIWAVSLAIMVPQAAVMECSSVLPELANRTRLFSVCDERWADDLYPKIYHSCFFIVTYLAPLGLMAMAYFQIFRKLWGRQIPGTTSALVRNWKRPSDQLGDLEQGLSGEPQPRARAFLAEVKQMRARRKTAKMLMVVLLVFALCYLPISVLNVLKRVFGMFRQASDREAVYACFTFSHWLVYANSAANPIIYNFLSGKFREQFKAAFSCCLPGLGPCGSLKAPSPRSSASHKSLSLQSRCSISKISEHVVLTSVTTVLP
OX1R antag-2 = OX1R (HCRTR1) antagonists, primary screen, fluorescence, CHO/OX1R cells, Fluo-8 calcium, orexin A; Orexin/Hypocretin receptor type 1 (Homo sapiens), O43613; Fluo-8 calcium fluorescence; inhibition, % at 5 µM; 330,000 tested, 0.43% active; AID 434989, 2010;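 active = inhibition above its plate's threshold, mean inhibition of all tested compounds on the plate plus 3 SD, cut at about 37% in these data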;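 also: 0% = orexin A challenge wells and 100% = SB-334867-A antagonist wells; not every result past the cut was called active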
CHT allo act = CHT positive allosteric modulators, primary screen, cell-based, membrane potential dye, choline EC20. 310,000 tested, 0.49% active. High affinity choline transporter 1 (Homo sapiens), Q9GZV3. AID 488977, 2010. CHT-expressing cells; active compounds read high; LV-AA mutant CHT in HEK293 cells. B-score at 10 µM;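 active = initial fluorescence not abnormally high and integrated response B-score, plate-corrected, over 3 SD above library mean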
Target sequence (Q9GZV3 whole entry, looked up): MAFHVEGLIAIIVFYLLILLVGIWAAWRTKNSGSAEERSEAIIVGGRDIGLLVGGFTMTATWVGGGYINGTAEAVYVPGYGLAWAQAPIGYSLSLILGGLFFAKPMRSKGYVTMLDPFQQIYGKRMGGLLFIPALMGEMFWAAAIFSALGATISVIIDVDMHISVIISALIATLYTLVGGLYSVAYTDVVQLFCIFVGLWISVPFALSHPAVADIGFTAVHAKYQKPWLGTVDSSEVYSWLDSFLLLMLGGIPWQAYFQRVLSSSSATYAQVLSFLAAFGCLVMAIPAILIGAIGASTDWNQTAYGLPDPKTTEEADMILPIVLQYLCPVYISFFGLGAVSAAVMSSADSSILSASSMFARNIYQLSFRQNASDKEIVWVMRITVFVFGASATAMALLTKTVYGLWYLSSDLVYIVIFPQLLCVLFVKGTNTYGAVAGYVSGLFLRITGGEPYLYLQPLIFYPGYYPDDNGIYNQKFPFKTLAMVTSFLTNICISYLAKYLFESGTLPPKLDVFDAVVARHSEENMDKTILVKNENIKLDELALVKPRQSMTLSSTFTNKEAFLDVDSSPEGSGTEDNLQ
* marks the source's active call; other numbers are inactive results; i = inactive; . = no result given.

Values run as follows: OX1R antag-1	OX1R antag-2	CHT allo act
COc1cccc(C(=O)NCC(=O)N/N=C/c2cccs2)c1
→ 1	-9	i
COc1ccccc1OCC(=O)NCc1n[nH]c(=O)c2ccccc12
→ 11	-23	i
Cc1cc(N=CC2=C(O)CC(C)(C)CC2=O)no1
→ 2	9	i
C[n+]1ccc(/C=N/Nc2nc(Cl)c(C#N)c(Cl)c2Cl)cc1
→ 54*	0	i
CCn1c2ccccc2c2cc(NC(=O)c3coc(=O)c(Br)c3)ccc21
→ 15	-16	i
C/C(=C/C(=O)NCc1ccccc1)C(=O)O
→ 1	-10	i
Cc1cc(=O)oc2cc(OCC(=O)NCc3cccnc3)ccc12
→ 11	-1	i
CCOc1cc(/C=C\c2[nH]c(=O)[nH]c(=O)c2[N+](=O)[O-])ccc1OC(C)CC (stereo unspecified)
→ 13	6	i
Cc1ccccc1NC(=O)NC1(C(=O)N2CCN(C)CC2)CCCCC1
→ 14	3	i
O=C(CCNC(=O)c1ccccc1Cl)NCCc1ccc(Cl)cc1
→ -6	-17	i
C=CCNC(=O)CN1C(=O)C2C3c4ccccc4C(c4ccccc43)C2C1=O (stereo unspecified)
→ 7	-15	i
C(=N\n1cnnc1)/c1ccc2ncccc2c1
→ 25	-3	8*
CC(=O)c1c(C)[nH]c(C(=O)COc2ccc3ccc(=O)oc3c2)c1C
→ 37	-9	i
O=C(NCc1ccccc1)N1CCNCC1
→ -1	-7	i
O=C(Nc1ccccc1)c1ccc2snnc2c1
→ 15	-21	i
CCc1ccccc1NC(=O)CN(C)C(=O)c1cccc(S(=O)(=O)N2CCCCCC2)c1
→ 5	-19	.
O=C(Nc1ccc2c(c1)OCO2)c1c(Cl)nc2sccn12
→ 58*	-16	i
O=S(Cc1ccccc1)CC(O)(c1ccccc1)c1ccccc1 (stereo unspecified)
→ 5	-12	i
CCCCNC(=O)c1onc(CSc2cccc(Cl)c2)c1C(=O)O
→ 32	-9	i
Cc1ccccc1OCC(=O)Nc1sc2c(c1C#N)CC(C)(C)NC2(C)C
→ 23	-12	i

Remaining list, next part
Values run as follows: OX1R antag-1	OX1R antag-2	CHT allo act
O=C(CN1CCN(Cc2ccccc2)CC1)Nc1ccccc1
→ 7	-4	i
COc1ccccc1C(=O)Nc1ccc(C(=O)O)cc1
→ 12	1	i
CN(Cc1ccccc1)C(=O)C1CCCN(c2ncnc3c2nc2n3CCCCC2)C1 (stereo unspecified)
→ 11	-25	i
COc1ccccc1N1CCN(C(=O)C2CCN(S(=O)(=O)c3ccc4c(c3)CC(C)N4C(=O)C3CC3)CC2)CC1 (stereo unspecified)
→ 11	-33	i
Cc1ccc(Cl)cc1NC1=C/C(=N\S(=O)(=O)c2cccs2)c2ccccc2C1=O
→ 28	-11	i
C/C(CC(C)C)=N/Nc1ccc([N+](=O)[O-])cc1[N+](=O)[O-]
→ 15	-18	i
COc1ccc(NC(=O)c2cc(S(=O)(=O)N3CCc4ccccc43)cn2C)cc1OC
→ 7	-14	i
OCCCNc1nc(-c2ccccc2)nc2c1oc1ccccc12
→ 34	-4	i
CCOc1cc(/C=N\Nc2nc(Nc3ccccc3)nc(N3CCOCC3)n2)ccc1OC(=O)c1ccco1
→ 25	-13	i
CCn1ncc(CN2CCCC(C(=O)c3cccc(OC(C)C)c3)C2)c1C (stereo unspecified)
→ 8	-22	i
COc1ccccc1C(=O)NC(=O)CSc1nc(C)cs1
→ 11	-6	i
CC1CCC2(CC1)NC(=O)N(CC(=O)NCCc1ccccc1)C2=O (stereo unspecified)
→ 5	-15	.
Cc1cccc(C)c1NC(=O)CS(=O)CC(=O)NC1CCCc2ccccc21 (stereo unspecified)
→ 16	-3	i
C=CCn1c(C(c2ccccc2)c2ccccc2)n[nH]c1=S
→ 3	-2	i
CC(=O)c1ccc(NC(=O)CS(=O)(=O)c2cn(CC(=O)N3CCOCC3)c3ccccc23)cc1
→ 20	-11	i
COc1ccc(CCNC(=O)CCn2c(=O)oc3ccccc32)cc1OC
→ 1	-11	i
CC(C)(C)c1csc(NC(=O)Cc2cccs2)n1
→ 35	-19	i
O=C(Nc1ccc2c(c1)OCO2)c1ccc(N2CCCC2)c([N+](=O)[O-])c1
→ 15	-25	i
O=C(Cn1c(=O)oc2ccccc21)Nc1ccc(Cl)cc1Cl
→ 5	-16	i
Cn1c(C(=O)N2CCCC(C(=O)NCCCc3ccccc3)C2)cc2sccc21 (stereo unspecified)
→ 17	-28	i

Additional records:
Values run as follows: OX1R antag-1	OX1R antag-2	CHT allo act
COC(=O)c1ccccc1NC(=O)N1CCN(c2ccccc2)CC1
→ 14	-15	i
CC(=O)c1cccc(N=C2C(=O)Nc3ccccc32)c1
→ 28	-17	i
CC(CCN1C(N(C)C)=NC[C@@H]1C)c1ccccc1 (stereo partly specified)
→ 5	-10	i
O=C(Nc1nc2cc3c(cc2s1)OCO3)C1=COCCO1
→ 26	-15	i
CC(C)C(c1nnnn1CCc1ccccc1)N1CCC(C(N)=O)CC1 (stereo unspecified)
→ 8	-22	i
Cc1nc(C(=O)NCCCO)cc2c1[nH]c1ccccc12
→ 2	-25	i
O=C(COc1ccc(Br)cc1)NCc1cn2ccccc2n1
→ 11	-24	i
O=C(CO/N=C/c1ccc2c(c1)OCO2)Nc1cccc(Br)c1
→ 19	-10	i
CC(C)(Oc1ccc(Cl)cc1)C(=O)Nc1ncccn1
→ 4	-12	i
O=C(Cn1cnc2cc([N+](=O)[O-])ccc2c1=O)NC1CCS(=O)(=O)C1 (stereo unspecified)
→ 63*	-18	i
CC(=O)NC(CCS(C)(=O)=O)C(=O)Nc1cccc(C)c1C (stereo unspecified)
→ 10	-9	i
Cn1ccc(C(=O)OCC(=O)Nc2cccc(Cl)c2)n1
→ 1	0	i
Cc1c(CN2CCCCC2)c(O)n(CCO)c(=O)c1C#N
→ 18	-1	i
CN1C2=NCCN2C(=O)c2cc(Cl)ccc21
→ 12	9	i
CCC(=O)NN1CCN(c2ccncc2S(=O)(=O)N2CCCCC2)CC1
→ 3	-8	i
CCC(=O)Nc1nc2cc(OC)ccc2s1
→ 9	4	i
O=[N+]([O-])c1ccc(COc2ccc(Br)cc2CN2CCOCC2)cc1
→ 23	-26	i
C(#Cc1ccccc1)C[N+]1(CC#Cc2cccc3ccccc23)CCCC1
→ 5	-3	i
O=C(Nc1cccc(Cl)c1)Nc1ccccc1-n1ccnc1
→ 3	-8	i
O=C(CSc1nc2[nH]ncc2c(=O)n1-c1ccccc1)N1CCCc2ccccc21
→ 9	-22	i

The listing continues.
Values run as follows: OX1R antag-1	OX1R antag-2	CHT allo act
CCC1(c2ccccc2)NC(=O)N(CC(=O)Nc2cc(S(=O)(=O)N3CCCCC3)ccc2N(C)C)C1=O (stereo unspecified)
→ 24	-36	i
O=c1[nH]c(CSc2ncnc3sccc23)nc2ccccc12
→ 13	-23	i
COc1ccc(-c2cc(C(=O)NC3CCCC3)no2)cc1OC
→ 10	-10	i
O=C(O)c1c(-c2ccccc2)c2oc3ccccc3c2[nH]c1=O
→ 22	-11	i
O=C(N/N=C/c1cc(Br)ccc1O)C(c1ccncc1)N1CCOCC1 (stereo unspecified)
→ 16	-18	i
CC(NC(=O)Cn1cc2c(n1)CCCCC2)c1ccccc1 (stereo unspecified)
→ 24	-10	i
Cc1ccc(/C=C/C(=O)Nc2cc(C)on2)cc1
→ 11	11	i
Cc1cc(N2CCCCC2)nc2ccccc12
→ 22	5	i
O=S(=O)(c1ccc(F)cc1F)N1CCCN(c2ccc(C(F)(F)F)cn2)CC1
→ 0	-14	i
O=C(COC(=O)[C@@H]1CCCN1C(=O)c1cccs1)Nc1ccc(Br)cc1
→ 4	-28	.
COc1ccc(N2CCN(C(=O)CSc3nc(C)cs3)CC2)cc1
→ 14	-14	i
CCOc1ccccc1OCCOc1ccc(F)cc1
→ 61	-14	i
CC(Nc1nc(-c2ccc(F)cc2)cs1)c1nc2cc(Cl)c(N3CCCCC3)cc2n1CCCO (stereo unspecified)
→ 24	-30	i
O=C(NCCO)c1nc(C(=O)c2ccccc2)c2ccccc2n1
→ 12	-3	.
Cc1ccc(S(=O)(=O)N2CCN(c3cc4c(cc3[N+](=O)[O-])n(C)c(=O)n4C)CC2)cc1
→ 16	-6	i
CCc1ccccc1NC(=O)CN1C(=O)C2CCCN2c2ncc(Cl)cc21 (stereo unspecified)
→ 14	-22	i
O=C(NC(=S)Nc1ccc2ncccc2c1)c1ccccc1
→ 23	-31	i
CCn1c(C)cc(/C=C2/SC(=S)N(CC(=O)O)C2=O)c1C
→ 58	-8	i
Cc1cccc(C(=O)NC(C)C(c2cccs2)N2CCOCC2)c1 (stereo unspecified)
→ 16	-20	i
O=C(Nc1nnc(C2=COCCO2)o1)c1ccc(S(=O)(=O)N2CCCCC2)cc1
→ 3	0	i

Going on with the list:
Values run as follows: OX1R antag-1	OX1R antag-2	CHT allo act
COC(=O)CN1C(C)=Nc2ccc(C)cc2C1c1ccccc1 (stereo unspecified)
→ 2	-10	i
CCOC(=O)[C@@H]1[C@H]2COc3ccccc3[C@H]2N2C(=O)N(c3ccc(C(F)(F)F)cc3)C(=O)[C@]12C
→ 6	-16	i
O=C(N/N=C/c1cccnc1)c1cccc(N2CCCC2=O)c1
→ 16	-10	i
Cc1ccc2c(c1)C1C[N+](C)(CC(=O)Nc3ccccc3Cl)CCC1N2C(=O)c1ccccc1Cl (stereo unspecified)
→ 0	-20	.
CCOc1ccc(C(=O)NCC(C)CN(C)C)cc1OCC (stereo unspecified)
→ -1	-12	i
CC(=O)C[C@@H](O)CC(=O)[C@@H]1OC(=O)[C@H](C)CCCCc2ccccc21
→ 2	-14	.
O=S(=O)(c1ccc(Sc2nnc3ccccn23)nc1)N1CCOCC1
→ 13	-7	i
CCOC(=O)c1sc2nc(-c3ccccc3)ccc2c1N
→ 13	9	i
O=C(NCc1ccco1)c1ccc(F)c(S(=O)(=O)N2CCCCC2)c1
→ 3	-3	i
Cc1cc(=O)[nH]c(SCC(=O)Nc2ccccc2[N+](=O)[O-])n1
→ 29	8	i
Cc1ccc(S(=O)(=O)N/N=C/c2cccs2)cc1
→ 10	-14	i
Cc1onc(-c2ccccc2)c1C(=O)N1CCN(Cc2ccccc2)CC1
→ 1	-34	i
CCCCC(=O)NNC(=O)CC(=O)Nc1ccccc1C(=O)O
→ 8	-9	i
Cc1ccc(OCC(=O)OC2CCS(=O)(=O)C2)cc1 (stereo unspecified)
→ 12	-6	i
CCN(CC)S(=O)(=O)c1ccc2c(c1)c(C(=O)O)cn2C
→ 18	1	i
O=C(CCl)c1ccc2c(c1)CCN2C(=O)C1CCCCC1
→ 18	-10	i
Cc1ccc(C(=O)C(C)OC(=O)CNC(=O)c2ccc(Br)o2)cc1 (stereo unspecified)
→ 10	-25	i
CCOc1ccc(N2C(=O)CC(NCCc3c[nH]c4ccccc34)C2=O)cc1 (stereo unspecified)
→ 61*	14	i
CC(=O)Nc1c(-c2ccccc2Cl)c(=O)c2ccccc2n1C
→ 5	-12	i
CCCCNC(=O)c1cc2c(-c3ccc(Cl)cc3)nn(C)c2s1
→ 15	-20	i

Next part:
Values run as follows: OX1R antag-1	OX1R antag-2	CHT allo act
NC(=O)c1ccsc1NC(=O)COC(=O)Cc1ccccc1Cl
→ 15	31	.
Cc1ccc(NC(=O)c2ccc(-n3cncn3)c([N+](=O)[O-])c2)cc1
→ 17	-6	i
Cc1ccc(CNC(=O)N2CCN(C)CC2)cc1
→ -3	-13	i
CC(=O)NCC1CCCN(Cc2cn(-c3ccccc3)nc2-c2ccc3c(c2)OCO3)C1 (stereo unspecified)
→ 23	-39	i
Cc1c(-c2csc(N)n2)cnn1C
→ 19	5	i
O=C1CCCc2[nH]c3cccc(/C(=C/c4ccccc4)c4ccccc4)c3c21
→ 48	39	i
O=C(CSc1nnc(COc2ccc(Cl)cc2)o1)N1CCOCC1
→ 8	-10	i
O=C(NO)c1ccc(OC(F)F)cc1
→ 5	0	i
COc1cc(OC)c(C2N(c3cc(C)on3)C(=O)C3CCCN32)cc1OC (stereo unspecified)
→ 17	-20	i
C=CC[C@@H](CC(=O)N[C@H](CO)Cc1ccccc1)C(=O)NC[C@H](OC(=O)[C@@H](CC=C)Cc1ccc(F)cc1)c1ccccc1
→ 28	21	.
CCCc1ccc(C(=O)CN2C(=O)C(=O)N(C3CCCC3)C2=O)cc1
→ 5	-9	.
NNC(=O)c1ccc(COCC(F)(F)F)cc1
→ 8	-21	i
Cc1c(-c2ccc(/C=N/NC(=O)C(=O)Nc3ccccc3F)o2)cccc1[N+](=O)[O-]
→ 4	-9	i
C=CCNC(=O)CN(CCc1ccccc1)S(=O)(=O)c1ccccc1
→ 2	-27	i
Cn1c(SCc2c(F)cccc2Cl)nc2ccccc2c1=O
→ 3	-6	.
O=C(c1ccco1)N(Cc1ccccc1)Cc1ccccn1
→ 12	-11	i
CCN(CC)S(=O)(=O)c1ccc(N=Nc2cc(C)cc(Br)c2O)cc1
→ 5	-14	i

Compounds as they come. Share with any hit: about 2.5%.
